TGFb inhibitor – qHTS for Inhibitors of TGF-b | HepG2 CAGA-GFP TGF-b/SMAD3 reporter, GFP fluorescence, 18 h; TGF-beta stimulated, 500 pg/mL final | AID 588855, 2011 | Potency, µM (titrated, usually from 46.1 µM), for inactives: at the top dose activity, negative = inhibition, actives largely listed as inhibitors | actives 1.2% (n = 410,000); also: potency is read from the fitted curve at half-maximal effect; % is scaled to controls: 0 for no effect and ±100 for the full control effect; nearly all actives have a fitted effect of over 65% in size
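TGF-beta reporter screen: HEPG2 CAGA-GFP, 1% FBS, 500 pg/mL TGF-beta final, 18 h; per-cell GFP summed per well; curves fitted and categorized by class.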
Nrf2 ARE act – qHTS of Nrf2 Activators. Potency, µM (top dose mostly 46.1 µM), inactives show at the highest dose activation, actives largely listed as activators. AID 624171, 2012. actives 0.31% (n = 410,000). AREc32 ARE-luciferase reporter (MCF7-derived line), luminescence, 24 h; also: potency is read from the fitted curve at half-maximal effect; % of control where 0% means no effect; nearly all actives have a fitted effect of over 65% in size
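Luminescent ARE reporter assay in AREc32_Fluc cells: overnight plating at 37 deg C, 24 hr compound incubation, Steady-Glo added, 30 min RT before reading.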
EPAC2 antagonist – qHTS for Antagonist of cAMP-regulated guanine nucleotide exchange factor 2 (EPAC2): primary screen; Rap guanine nucleotide exchange factor 4 (Homo sapiens), Q8WZA2; EPAC2 GEF exchange of Rap1B-BODIPY-GDP, fluorescence; Potency, µM (highest dose often 114 µM), without a hit: at the highest dose activity, negative = inhibition, usual class: inhibitors; actives 0.18% (n = 360,000); AID 720708, 2013; also: potency is read from the fitted curve at half-maximal effect; % is scaled to controls: 0 for no effect and ±100 for the full control effect; nearly all actives have a fitted effect of over 45% in size; many of its hits are not listed in these tables
Target sequence (Q8WZA2 whole entry, looked up): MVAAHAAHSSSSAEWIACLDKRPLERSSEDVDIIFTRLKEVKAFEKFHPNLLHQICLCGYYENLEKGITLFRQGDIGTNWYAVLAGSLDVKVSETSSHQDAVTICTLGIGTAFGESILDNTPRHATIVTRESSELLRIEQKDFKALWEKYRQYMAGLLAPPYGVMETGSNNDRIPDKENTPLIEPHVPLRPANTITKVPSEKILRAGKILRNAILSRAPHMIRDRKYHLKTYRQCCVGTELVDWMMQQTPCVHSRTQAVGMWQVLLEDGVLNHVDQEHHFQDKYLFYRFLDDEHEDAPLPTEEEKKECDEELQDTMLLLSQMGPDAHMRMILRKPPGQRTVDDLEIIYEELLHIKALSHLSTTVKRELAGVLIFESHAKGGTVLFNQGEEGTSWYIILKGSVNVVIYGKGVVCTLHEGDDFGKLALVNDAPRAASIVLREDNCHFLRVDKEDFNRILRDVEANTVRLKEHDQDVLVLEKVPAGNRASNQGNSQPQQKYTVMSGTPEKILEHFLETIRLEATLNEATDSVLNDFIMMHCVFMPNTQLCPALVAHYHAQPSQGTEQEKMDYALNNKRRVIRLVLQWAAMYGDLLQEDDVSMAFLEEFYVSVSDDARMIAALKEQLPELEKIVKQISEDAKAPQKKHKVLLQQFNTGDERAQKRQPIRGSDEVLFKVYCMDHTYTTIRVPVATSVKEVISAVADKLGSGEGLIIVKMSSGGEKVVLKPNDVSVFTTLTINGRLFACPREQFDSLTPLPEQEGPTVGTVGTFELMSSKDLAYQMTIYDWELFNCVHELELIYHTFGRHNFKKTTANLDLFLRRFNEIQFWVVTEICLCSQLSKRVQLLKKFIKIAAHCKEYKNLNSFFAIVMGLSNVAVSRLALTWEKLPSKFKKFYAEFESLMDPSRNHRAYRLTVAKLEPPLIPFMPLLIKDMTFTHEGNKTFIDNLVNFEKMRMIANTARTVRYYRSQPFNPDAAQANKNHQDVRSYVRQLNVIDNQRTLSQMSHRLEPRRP
Mm-Cpn inhibitor – Inhibitors of TCP-1 ring complex (TRiC) of Methanococcus maripaludis (MmCpn): qHTS. Chaperonin Mm-Cpn (Methanococcus maripaludis). purified Mm-Cpn ATPase, ADP Transcreener TR-FRET. Potency, µM (highest dose often 76.9 µM), without a hit: at the highest dose activity, negative = inhibition, most hits filed as inhibitors. actives 0.031% (n = 330,000). AID 504842, 2011; also: potency is read from the fitted curve at half-maximal effect; % is scaled to controls: 0 for no effect and ±100 for the full control effect; nearly all actives have a fitted effect of over 80% in size
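Purified archaeal Mm-CPN (25nM final) preincubated 10 min at 37degC with compound, then 10uM ATP for 30 min at 37degC; ADP measured by HTRF Transcreener TR-FRET; buffer 30 mM TRIS pH 7.4, 100mM KCl, 5mM MgCl2, 1mM DTT.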
EPAC2 agonist – qHTS for Agonist of cAMP-regulated guanine nucleotide exchange factor 4 (EPAC2): primary screen; Rap guanine nucleotide exchange factor 4 (Homo sapiens), Q8WZA2; EPAC2 activation, biochemical qHTS; response scale: 100% = 6.5 mM cAMP response; Potency, µM (top dose mostly 154 µM), for the others: at the highest dose activation, usual class: activators; actives 0.079% (n = 360,000); AID 720711, 2013; also: potency is read from the fitted curve at half-maximal effect; nearly all actives have a fitted effect of over 50% in size
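Compounds were titrated in qHTS against a Rap1B-BODIPY-GDP (250 nM) complex with EPAC2 (100 nM) and GDP (50 uM). BODIPY-GDP release tracked at 480/540 nm over 30 min at room temperature, normalized to 6.5 mM cAMP.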
Nrf2 block – Nrf2 qHTS screen for inhibitors. A549 ARE-Fluc reporter, luciferase luminescence, 18-24 h. Potency, µM (titrated, usually from 46 µM), inactives show top-dose activity change, negative = inhibition, most hits filed as inhibitors. actives 2.1% (n = 360,000). AID 504444, 2011; also: potency is read from the fitted curve at half-maximal effect; % is scaled to controls: 0 for no effect and ±100 for the full control effect; nearly all actives have a fitted effect of over 60% in size
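Two sequential reads on A549 ARE_Fluc cells exposed to compound for 18-24 h: a CellTiter-Fluor fluorescence read for viability, then a luciferase luminescence read for Nrf2/ARE activity.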
A549 viability – Nrf2 qHTS screen for inhibitors: counterscreen for cytotoxicity | actives 0.16% (n = 390,000) | Potency, µM (doses to about 46 µM), inactives show at the highest dose activity change, negative = cytotoxicity, hits mostly inhibitors | A549 ARE-Fluc cells, CellTiter-Fluor viability, 18-24 h; also: potency is read from the fitted curve at half-maximal effect; % is scaled to controls: 0 for no effect and ±100 for the full control effect
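Cytotoxicity counterscreen: CellTiter-Fluor fluorescence was measured in A549 ARE_Fluc cells after 18-24 h of compound exposure in a concentration series. The subsequent BugLite luminescent read reports ARE-luciferase activity.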
pAkt inh – HTS Assay for Inhibitors of Akt Phophorylation: Primary Screen | Neuro2A IGF-stimulated pAkt S473 HTRF, 20 min; stronger effect = lower value | actives 0.32% (n = 360,000) | activity change, % for hits at 50 µM; in the data active = activity change below about -80%; inconclusive = mostly about -51% to -80%; also: % is scaled to controls: 0 for no effect and ±100 for the full control effect
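Neuro2A cells (4,500/well, DMEM with 0.5% FBS) were treated with compound at a single 50 µM final concentration, stimulated with 6 nM IGF for 20 min at 37 °C, and lysed. Phospho-Akt Ser473 was read by HTRF as 665/615 ratio ×10^4.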
CCT chaperon mod – High-Throughput Screening for Modulators of Cytosolic Chaperonin Activity; purified chaperonin ATPase assay, HTRF ADP detection, 30 min; activity change, % (test concentration not listed), hits read low; actives 0.3% (n = 360,000); AID 651819, 2012; in the data active = activity change below about -30%; also: % is scaled to controls: 0 for no effect and ±100 for the full control effect
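We incubate TRiC, 40 or 20 nM final, with library compounds at 76 uM and 10 uM ATP for 30 min at 37 °C. ADP formed is detected with Transcreener HTRF reagents after 30 min at room temperature.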
* hit, by the source's call; i = inactive; ? = inconclusive; . = no result given; [ ] = dose if it differs, or a comment. Unless noted, calls follow the shape of the dose curve; as a rule, active = well fitted curve in the direction sought with a large enough effect; inconclusive = small, poorly fitted or top-dose-only effect, or another doubt; inactive = no such curve, though single readings can be large; an effect the other way counts as inactive or inconclusive.

Structure | TGFb inhibitor | Nrf2 ARE act | EPAC2 antagonist | Mm-Cpn inhibitor | EPAC2 agonist | Nrf2 block | A549 viability | pAkt inh | CCT chaperon mod
O=C1C=C(c2cc(F)ccc2F)C[C@@H](c2ccc(Cl)cc2)C1 | -1% | 2.6% | 0% | 0% | 12% | -9% | 4% | i | -1.7
COc1ccc(OC)c(S(=O)(=O)N(C)CC(=O)N2CCN(c3ccccc3F)CC2)c1 | ? | -0.1% | 6% | 0% | -5% | . | 2% | i | -0.8
Fc1cccc(Cc2noc(CN3CCC(c4ccncc4)CC3)n2)c1 | -17% | 0.9% | -8% | -25% | 5% | ? | -1% | i | -8.7
CCOC(=O)C(C(=O)OCC)N(C#N)c1nc(OC)nc(N(C)C)n1 | -32% | 7.9% | -3% | 0% | -2% | -14% | -8% | -113%* | -4.1
CC(=O)N1CCN(S(=O)(=O)c2cccc(C(=O)OCC(=O)NC(=O)c3cccn3C)c2)CC1 | 10% | -0.7% | 12% | 3% | -6% | ? | -4% | i | -1.7
O=C(COc1ccc(Br)cc1)NNC(=S)NC(=O)c1ccccc1[N+](=O)[O-] | -17% | -0.2% | 3% | 1% | -16% | ? | -2% | i | 0.5
C=CCNc1cc(C(F)(F)F)nc(-c2ccccn2)n1 | -14% | -0.3% | 4% | 1% | 4% | ? | -4% | i | -0.8
CSCCC(NC(=O)c1cccc(S(=O)(=O)N2CCN(C(C)=O)CC2)c1)c1nc2ccccc2[nH]1 (stereo not drawn) | -5% | -0.6% | 6% | . | 5% | -14% | 9% | i | 1.6
COc1ccc(C(=O)CSC2=C(C#N)C3(CCCCC3)C(C#N)=C(N)N2)cc1 | -13% | 2.8% | -3% | -3% | 0% | . | -2% | i | -0.3
COc1ccc(CCNC(=O)CCCCCN2C(=O)c3ccccc3C2=O)cc1 | -9% | 0.1% | -1% | 3% | 2% | -25% | -13% | i | -4.1
CCn1cc(C(=O)NCc2ccccc2)c(=O)c2cc(S(=O)(=O)N3CCOCC3)ccc21 | -15% | -0.1% | . | . | . | 0% | 2% | . | .
CCN1CCN(C(=O)C2(NC(=O)Nc3ccccc3Cl)CCCCC2)CC1 | 0% | -0.5% | 12% | 2% | 4% | -5% | -1% | i | 2.8
Cc1c(OCc2nn[nH]n2)ccc2c3c(c(=O)oc12)CCC(C)C3 (stereo not drawn) | 30%[activator] | 0.0% | -5% | 0% | 0% | 11% | . | i | 1.5
COC(=O)c1cn(CCOc2ccc(C)cc2)c2ccccc12 | -4% | -0.6% | 8%[57.1 µM] | 0% | 8% | -1% | -6% | i | -2.1
O=C(C1CCCN(S(=O)(=O)c2cccs2)C1)N1CCN(c2ccccc2F)CC1 (stereo not drawn) | ? | 0.1% | . | . | . | ? | 4% | . | .
O=C1CCN(C(=O)c2ccccc2)c2ccccc21 | -2% | -1.0% | -1% | . | 11% | . | . | i | -1.1
Cc1ccc(NC(=O)CN(C)C(=O)c2ccc(OCc3c(C)noc3C)cc2)cc1 | -4% | -0.4% | -6% | -4% | 8% | 1% | 1% | i | -0.9
COc1ccc(-n2nc(C(=O)NCC(=O)N3CC(C)CC(C)C3)c3ccccc3c2=O)cc1 (stereo not drawn) | 16% | 0.3% | -6% | 0% | -2% | -20% | -8% | i | 1.4
O=C1C2=C(Nc3ccccc3SC2c2ccc(Cl)c(Cl)c2)c2ccccc21 (stereo not drawn) | 0% | 0.6% | . | . | . | ? | ? | . | .
COc1ccc(C(=O)OCCN2C(=O)c3ccccc3C2=O)cc1OC | -2% | -0.8% | 7% | . | 3% | ? | -8% | i | 1.4
O=C(NC1CCCC1)NS(=O)(=O)c1ccccc1Cl | 21% | -0.4% | 5% | -2% | -6% | -14% | -4% | i | -4.9
COc1ccc(-c2cc([N+](=O)[O-])ccc2OCC(=O)N(C)CC(=O)Nc2ccc(C)cc2)cc1 | ? | 2.8% | -15% | -13% | 11% | -19% | -16% | i | 0.1
Cc1cccc(N(C(=O)c2nsc(Cl)c2Cl)C(C(=O)NC2CCCC2)c2ccc(O)cc2)c1C (stereo not drawn) | 0% | 8.8% | -6% | 1% | -3% | ? | ? | i | -1.7
COc1ccccc1OCC(=O)Nc1cccc(N(C)S(C)(=O)=O)c1 | 19% | -0.3% | -7% | 2% | 11% | -9% | 5% | i | -1.5

(list continues)
Assay codes: A = TGFb inhibitor; B = Nrf2 ARE act; C = EPAC2 antagonist; D = Mm-Cpn inhibitor; E = EPAC2 agonist; F = Nrf2 block; G = A549 viability; H = pAkt inh; I = CCT chaperon mod
Cn1cnc([N+](=O)[O-])c1Oc1cccc(O)c1
  A: -6% | B: 18% | C: 8% | D: 0% | E: 3% | F: -19% | G: -12% | H: i | I: 1.0

O=C(O)CC1S/C(=N/N=C/C=C/c2ccccc2[N+](=O)[O-])NC1=O (stereo not drawn)
  A: -4% | B: -1.0% | C: 0% | D: 0% | E: 13% | F: -5% | G: -11% | H: i | I: -1.2

COc1cc(CN2CCC(C)CC2)ccc1OCc1ccccc1
  A: ? | B: 5.4% | C: -2% | D: -5% | E: 9% | F: 21% | G: -4% | H: i | I: 0.0

Cc1ccc(OCC(O)CNC2CCCC2)c(C)c1 (stereo not drawn)
  A: -3% | B: 0.1% | C: 4% | D: -2% | E: 6% | F: 3% | G: -6% | H: i | I: -1.7

O=C(Nc1nc2ccccc2s1)c1cccc(S(=O)(=O)N2CCc3ccccc32)c1
  A: ? | B: 0.7% | C: -5% | D: -1% | E: 3% | F: ? | G: -8% | H: i | I: 0.0

N#Cc1c(Nc2ccccc2)c(/C=N/NCCO)c[nH]c1=O
  A: 8% | B: 0.0% | C: 7% | D: -3% | E: 6% | F: 0% | G: 1% | H: i | I: 0.4

CCOc1ccc(NC(=O)CC(c2ccccc2)c2ccc(F)cc2)cc1 (stereo not drawn)
  A: -1% | B: 2.9% | C: 7% | D: -10% | E: -8% | F: 5% | G: -1% | H: i | I: -2.0

COc1ccc(S(=O)(=O)N2CCCCCC2)cc1C(=O)NCc1ccco1
  A: -10% | B: ? | C: -23% | D: 1% | E: 13% | F: -3% | G: 5% | H: i | I: -2.9

Cc1ccc(S(=O)(=O)C2(C(=O)N3CCCCC3C)CC2)cc1 (stereo not drawn)
  A: -9% | B: 0.3% | C: -6% | D: -19% | E: 13% | F: 1% | G: 13% | H: i | I: -1.3

Cc1cc(F)ccc1S(=O)(=O)Nc1ccccc1C(=O)NCc1cccnc1
  A: 14% | B: 0.0% | C: 6% | D: -3% | E: -5% | F: -11% | G: 0% | H: i | I: 2.7

O=C(Cn1nc(C(F)F)cc1C(F)F)N/N=C/c1ccc2c(c1)OCO2
  A: 5% | B: 0.0% | C: -6% | D: 1% | E: -4% | F: . | G: 2% | H: i | I: -0.4

CCN(CC)c1ccc(NC(=O)c2cccnc2)cc1
  A: 22% | B: 0.8% | C: 5% | D: . | E: 4% | F: 14% | G: -2% | H: i | I: 1.3

Cc1cc(C)cc(N(C(=O)CNC(=O)c2cccs2)C(C(=O)NC2CCCC2)c2cccnc2)c1 (stereo not drawn)
  A: 12% | B: 0.2% | C: 5% | D: 1% | E: 0% | F: 4% | G: -2% | H: i | I: -7.0

O=C(Cc1ccc(Cl)cc1)NNS(=O)(=O)c1ccc([N+](=O)[O-])cc1
  A: -2% | B: -0.4% | C: 7% | D: -1% | E: -1% | F: ? | G: -1% | H: i | I: -0.1

COc1ccc(NC(=O)c2cnc(SC)n2-c2ccc(F)cc2)c(OC)c1
  A: -26% | B: -0.4% | C: -5% | D: 0% | E: 6% | F: -1% | G: -2% | H: i | I: -0.6

Of the compounds above, 6 contain a Cl atom.
Assay codes: A = TGFb inhibitor; B = Nrf2 ARE act; C = EPAC2 antagonist; D = Mm-Cpn inhibitor; E = EPAC2 agonist; F = Nrf2 block; G = A549 viability; H = pAkt inh; I = CCT chaperon mod
O=C1C=C(c2cc(F)ccc2F)C[C@@H](c2ccc(Cl)cc2)C1
  A: -1% | B: 2.6% | C: 0% | D: 0% | E: 12% | F: -9% | G: 4% | H: i | I: -1.7

CCN1CCN(C(=O)C2(NC(=O)Nc3ccccc3Cl)CCCCC2)CC1
  A: 0% | B: -0.5% | C: 12% | D: 2% | E: 4% | F: -5% | G: -1% | H: i | I: 2.8

O=C1C2=C(Nc3ccccc3SC2c2ccc(Cl)c(Cl)c2)c2ccccc21 (stereo not drawn)
  A: 0% | B: 0.6% | C: . | D: . | E: . | F: ? | G: ? | H: . | I: .

O=C(NC1CCCC1)NS(=O)(=O)c1ccccc1Cl
  A: 21% | B: -0.4% | C: 5% | D: -2% | E: -6% | F: -14% | G: -4% | H: i | I: -4.9

Cc1cccc(N(C(=O)c2nsc(Cl)c2Cl)C(C(=O)NC2CCCC2)c2ccc(O)cc2)c1C (stereo not drawn)
  A: 0% | B: 8.8% | C: -6% | D: 1% | E: -3% | F: ? | G: ? | H: i | I: -1.7

O=C(Cc1ccc(Cl)cc1)NNS(=O)(=O)c1ccc([N+](=O)[O-])cc1
  A: -2% | B: -0.4% | C: 7% | D: -1% | E: -1% | F: ? | G: -1% | H: i | I: -0.1

Screening results deposited in PubChem by National Center for Advancing Translational Sciences (NCATS).

These rows are one share of the data, so the mix of outcomes need not match the whole.
